GALK inh: blocks human galactokinase activity; P51570; Purified GALK, Kinase-Glo residual ATP luminescence; Potency, µM (highest dose often 57.5 µM), for inactives: at the top dose activity change, negative = inhibition, usual class: inhibitors; hit rate 0.007% among 270,000; AID 1868; further: potency means the concentration at half of the fitted maximal effect; on the % scale 0 is the no-effect control and ±100 the full control effect
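Luminescence from leftover ATP (Ultra-Glo luciferase/luciferin) served as read-out after a 1 h room-temperature reaction of 5 nM GALK with 35 uM ATP and 100 uM galactose.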
Menin-MLL TR inh: menin-MLL binding inhibition, Texas Red mutant peptide. Menin + Texas Red MLL mutant peptide, fluorescence polarization. Potency, µM (series often up to 61.6 µM), inactives show at the top dose FP activity change, negative = inhibition, usual class: inhibitors. hit rate 0.23% among 270,000. AID 1768; active means well fitted inhibition curve with a large enough effect in the polarisation, with a control signal flat, not every such curve was filed as active; inconclusive means small, poorly fitted or top-dose-only effect, or effect the other way, or a change in a side signal; inactive means no such curve, though single readings can be large or run the other way; the % refers to the polarisation; further: potency means the concentration at half of the fitted maximal effect; % of control where 0% means no effect; many of its hits are not listed in these tables
BCR signal inh: inhibitors of chronic active B-cell receptor signaling; ABC-DLBCL IkBa-CBG/CBR reporter, luminescence ratio, 4 h; Potency, µM (series often up to 46.1 µM), inactives show top-dose ratio change, negative = lower green/red ratio, actives largely listed as inhibitors; hit rate 0.05% among 340,000; AID 493014; active means well fitted inhibition curve with a large enough effect in the signal ratio, with a control signal flat, not every such curve was filed as active; inconclusive means small, poorly fitted or top-dose-only effect, or effect the other way, or a change in a side signal; the % refers to the signal ratio;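 further: potency means the concentration at half of the fitted maximal effect; plate controls were basal doxycycline-induced cells for no effect and cells given 10 µM MG132 for full effect; MG132 reads +100%, hits lower the ratio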
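Compounds up to 46 uM were incubated four hours with TMD8 cells whose green CBG68 luciferase is fused to IkappaBalpha; red CBR luminescence normalised the signal, and concentration-effect curves were fitted to fusion, red and ratio data.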
TSHR antagonist: human thyrotropin receptor antagonism | TSHR-expressing cells, TSH-stimulated cAMP HTRF, 2 h; hits give low values | activity change, negative = inhibition, % at 11.5 µM | hit rate 0.2% among 330,000;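 active means activity change below a set negative limit, meaning inhibition stronger than a set level, cut at about -70% in these data; inconclusive means activity change between two set negative limits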; further: on the % scale 0 is the no-effect control and ±100 the full control effect
Target sequence (P16473 whole entry, looked up): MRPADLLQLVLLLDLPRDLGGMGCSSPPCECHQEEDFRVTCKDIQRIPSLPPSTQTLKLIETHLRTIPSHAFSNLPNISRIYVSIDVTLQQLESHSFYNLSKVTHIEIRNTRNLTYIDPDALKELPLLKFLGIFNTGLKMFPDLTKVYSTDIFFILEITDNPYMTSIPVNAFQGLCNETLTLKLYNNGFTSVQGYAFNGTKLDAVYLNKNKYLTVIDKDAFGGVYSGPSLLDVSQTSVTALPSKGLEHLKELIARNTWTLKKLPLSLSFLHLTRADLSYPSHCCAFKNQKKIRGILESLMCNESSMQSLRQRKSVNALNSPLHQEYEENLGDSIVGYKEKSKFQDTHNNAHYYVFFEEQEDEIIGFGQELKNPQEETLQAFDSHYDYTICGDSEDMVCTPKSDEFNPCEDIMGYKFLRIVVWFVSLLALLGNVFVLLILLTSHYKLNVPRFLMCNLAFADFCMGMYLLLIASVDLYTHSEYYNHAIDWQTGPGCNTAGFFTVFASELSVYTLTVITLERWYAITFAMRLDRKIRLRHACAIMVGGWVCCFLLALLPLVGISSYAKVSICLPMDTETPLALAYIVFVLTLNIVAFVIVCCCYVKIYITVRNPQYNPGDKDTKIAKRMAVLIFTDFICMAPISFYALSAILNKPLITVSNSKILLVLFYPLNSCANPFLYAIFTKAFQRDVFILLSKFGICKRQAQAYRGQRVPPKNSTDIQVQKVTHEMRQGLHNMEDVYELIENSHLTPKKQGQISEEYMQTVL
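Competitive HTRF cAMP read-out (cryptate anti-cAMP antibody, cAMP-d2; 30 min, room temperature) in freshly harvested TSHR cells. Compounds added before TSH at EC80 (4nM final), followed by 2 hours' incubation at 37 deg C.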
hERG WT inh: inhibitors of human wildtype KCNH2 potassium channel; Q12809; hit rate 0.37% among 340,000; U2OS, BacMam KCNH2, thallium flux FluxOr; hits give low values; activity change, % at 1.84 µM;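 active means maximum activity change below -70%; inconclusive means maximum activity change between -70% and -50%; inactive means maximum activity change above -50%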; further: on the % scale 0 is the no-effect control and ±100 the full control effect
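U2OS cells transduced with wild-type KCNH2 virus are loaded with FluxOr dye for 45 min, and thallium flux is measured in kinetic reads before and after stimulation buffer. Rate constants are normalized to DMSO controls.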
ASM inhibitor: human S-ASM enzyme inhibition; placental ASM, HMU-PC fluorogenic substrate, 60 min; hit rate 0.006% among 340,000; Potency, µM (series often up to 57.5 µM), for inactives: at the highest dose activity change, negative = inhibition, actives largely listed as inhibitors; P17405; further: potency means the concentration at half of the fitted maximal effect
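Human placenta-derived ASM enzyme was preincubated with compound for 10 minutes at room temperature, then given fluorogenic substrate HMU-PC0 (9 uM final) for 60 minutes at 37 °C; a pH 10 stop preceded fluorescence reading at Ex 386/Em 447 nm.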
Eya2 inh: blocks the phosphatase activity of human Eya2; O00167; recombinant Eya2, OMFP fluorescence dephosphorylation (OMFP is methylfluorescein phosphate); Potency, µM (highest dose often 76.9 µM), without a hit: at the top dose activity, negative = inhibition, usual class: inhibitors; hit rate 0.006% among 330,000; further: potency means the concentration at half of the fitted maximal effect; on the % scale 0 is the no-effect control and ±100 the full control effect
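Eya2 protein (added as 0.2 uM solution) was preincubated with compound for 10 min at ambient temperature in 50 mM HEPES pH 7.5, 50 mM NaCl, 5 uM MgCl2, 0.05% BSA, 1 mM DTT. OMFP (added at 50 uM) then reacted 10 min; fluorescence read at 485/525 nm.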
PKM2 act: PKM2 (human) enzyme activation; P14618; purified PKM2, Kinase-Glo ATP luminescence, activation; response scale: 0% is enzyme alone, no compound; Potency, µM (titrated, usually from 57.5 µM), for the others: at the top dose activation, hits mostly activators; hit rate 0.34% among 260,000; further: potency means the concentration at half of the fitted maximal effect; on the % scale 0 is the no-effect control and ±100 the full control effect; nearly all actives have a fitted effect of over 55% in size
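Kinase-Glo luminescence reports ATP generated from ADP (0.1 mM) and PEP (0.5 mM) by purified hPK-M2 after 1 h at room temperature, pH 7.2 imidazole buffer; intermediate enzyme activity allows detecting inhibitors and activators.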
USP2a inh: USP2a (human) protease inhibition; hit rate 0.01% among 330,000; Potency, µM (highest dose often 38.3 µM), without a hit: at the top dose activity change, negative = inhibition, most hits filed as inhibitors; AID 463254; O75604; USP2 core, Ub-CHOP2 coupled fluorogenic reporter, 485/531;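 further: potency means the concentration at half of the fitted maximal effect; plate controls were DMSO wells for no effect and full inhibition by NEM control for full effect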
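Deubiquitinase activity read as fluorescence (485/531 nm) after Ub-CHOP2 cleavage activates the enterokinase reporter on its substrate; USP2 core 10nM, Ub-CHOP2 and substrate 25nM each, 30min compound preincubation then 60min RT; data normalized to NEM, curves fitted.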
Mito fusion yeast: mitochondrial division inhibition or fusion activation | S. cerevisiae fusion-defective mutant growth rescue, CellTiterGlo 48 h | Potency, µM (titrated, usually from 46.1 µM), for the others: at the highest dose growth rescue (activation), hits mostly activators | hit rate 0.23% among 320,000;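 further: potency means the concentration at half of the fitted maximal effect; % of control where 0% means no effect; nearly all actives have a fitted effect of over 45% in size; temperature-sensitive fusion mutants such as fzo1-1 at 37 °C on non-fermentable ethanol glycerol medium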
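Read-out: ATP-based luminescence (CellTiterGlo, 10 min ambient) reporting growth of fusion-defective ts yeast after 48 hours at 37C on glycerol/ethanol YPEG medium in the presence of compound.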
MBNL1-CUG inh: inhibitors of human MBNL1 binding to CUG repeat RNA. hit rate 0.036% among 280,000. Potency, µM (series often up to 57.5 µM), for the others: at the highest dose activity change, negative = inhibition, hits mostly inhibitors. AID 2675. TR-FRET MBNL1-His/biotin-(CUG)12 binding, 665/545 ratio; active means well fitted inhibition curve with a large enough effect in the signal ratio, with a control signal flat, not every such curve was filed as active; inconclusive means small, poorly fitted or top-dose-only effect, or effect the other way, or a change in a side signal; inactive means no such curve, though single readings can be large or run the other way; the % refers to the signal ratio; further: potency means the concentration at half of the fitted maximal effect; on the % scale 0 is the no-effect control and ±100 the full control effect
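Ratiometric TR-FRET (665 over 545 nm, excitation 340 nm) tracks disruption of MBNL1-His/biotin-(CUG)12 complex after 60 min at room temperature, with compounds at 92 nM to 58 uM final.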
* marks the source's active call; other numbers are inactive results; i = inactive; ? = inconclusive; · = not tested or not shown; [ ] = another dose, or the depositor's remark. Unless noted, the call rests on the fitted dose curve; in most records, active means well fitted curve in the direction sought with a large enough effect; inconclusive means small, poorly fitted or top-dose-only effect, or another doubt; inactive means no such curve, though single readings can be large; an effect the other way counts as inactive or inconclusive. These rows are one share of the data; rates above refer to the full screens.

SMILES	GALK inh	Menin-MLL TR inh	BCR signal inh	TSHR antagonist	hERG WT inh	ASM inhibitor	Eya2 inh	PKM2 act	USP2a inh	Mito fusion yeast	MBNL1-CUG inh
CCN(CC)S(=O)(=O)c1cccc(C(=O)OC2CC(C)OC2=O)c1 (stereo unspecified)	0%	9%	-1%	-9	1	-4%	-8%	-4%	5%	-16%	-6%
Cc1c(Cc2ccc3c(c2)OCO3)sc(NC(=O)C2CC2)c1C(N)=O	0%	·	-7%	-7	-5	-1%	13%	-2%	3%	?	3%
COc1ccc(N2CCC(N3CCN(C)C(CCO)C3)CC2)cc1 (stereo unspecified)	5%	-6%	2%	4	7	2%	-9%	0%	0%	0%	6%
CCOC(=O)N1CCN(C(=O)COC(=O)c2cccc(S(C)(=O)=O)c2)CC1	·	·	1%	-2	0	3%	-9%	·	-1%	1%	·
COc1cc(OC)cc(C(=O)N[C@H](C(=O)OCC(=O)NC(=O)c2cccn2C)C(C)C)c1	0%	5%	-15%	0	0	4%	-9%	0%	0%	3%	·
CCN(C(=O)c1c(N)cnn1C)c1ccccc1	1%	1%	1%	-11	-1	0%	-2%	3%	0%	-12%	·
O=C(Nc1ccc(-c2noc(CCc3ccccc3)n2)cc1)c1cccnc1	0%	?	?	-22	4	-11%	2%	3%	2%	0%	9%
O=C(CCCCn1c(=O)c2ccccc2n(Cc2ccc(F)cc2)c1=O)NCc1ccco1	-3%	-13%	3%	-4	2	?	-17%	0%	0%	-7%	-4%
Cn1/c(=N/N=C/c2ccc([N+](=O)[O-])cc2)sc2ccccc21	3%	-14%	?	20	·	·	8%	-15%	0%	7%	4%
O=C(NCCN1CCOCC1)NC1(C(F)(F)F)Oc2ccc(Cl)cc2O1 (stereo unspecified)	-1%	19%	-3%	2	2	6%	-27%	0%	3%	1%	-7%
CCOc1cc(/C=N/NC(N)=O)cc(Br)c1OCC(=O)Nc1cccc2ccccc12	1%	14%	?	-44	1	-19%	-20%	1%	-7%	0%	12%
CN(c1cccc(NC(=O)Nc2cccc(Cl)c2)c1)S(C)(=O)=O	-2%	?	11%	-13	-3	-14%	0%	0%	?	-7%	-1%
Cc1cccc(NC(=O)c2ccc(-n3cncn3)c([N+](=O)[O-])c2)c1	·	·	3%	-12	3	-1%	24%	·	0%	0%	·
O=C(NCCc1c[nH]c2ccccc12)c1ccco1	·	-6%	?	-10	-2	10%	-2%	-1%	-2%	-1%	-5%
O=C(COc1coc(CN2CCN(c3ccccc3)CC2)cc1=O)Nc1cccc(F)c1	·	·	5%	-6	0	-4%	4%	·	0%	0%	·
Cc1noc(C)c1C1(O)CCCCCCCCCCC1	1%	-8%	9%	-18	-8	-10%	-3%	2%	-1%	12%	11%
C=C1c2c(Cl)ccc(O)c2C(O)=C2C(=O)[C@]3(O)C(O)=C(C(N)=O)C(=O)[C@@H](N(C)C)[C@@H]3[C@@H](O)C12 (stereo partly specified)	·	·	5%	0	5	4%	4%	·	?	-5%	·
CCCn1c(C(O)c2cc(OC)ccc2OC)nc2ccccc21 (stereo unspecified)	0%	-14%	-3%	10	12	3%	0%	-5%	-2%	0%	3%
O=C(O)c1cc(S(=O)(=O)N2CC3CC3C2C(=O)O)c(Cl)cc1Cl (stereo unspecified)	5%	·	-1%	6	3	3%	-1%	-2%	-1%	0%	-4%
O=C(NCN1C(=O)C2C3C=CC(C3)C2C1=O)Nc1cccnc1 (stereo unspecified)	1%	1%	1%	-3	4	0%	6%	-7%	5%	0%	-7%
c1ccc2c(c1)Nc1nccnc1S2	0%	11%	?	5	-1	5%	4%	1%	1%	2%	?
COc1cccc(-c2nc(=S)c3c(n2Cc2ccco2)CCCC3)c1	-2%	-22%	4%	-9	-1	-11%	-30%	8%	-1%	0%	13%
CC(C(=O)NCC1(c2ccccc2)CCCC1)N1CCOCC1 (stereo unspecified)	-2%	5%	0%	-10	-14	-1%	-21%	-1%	1%	2%	2%
Cc1ccc(-c2nnc(CSc3nc(C)nc4sc(C)c(C)c34)o2)cc1	0%	11%	-14%	43	-5	0%	11%	-16%	-3%	7%	5%
O=C(CNCc1ccccn1)N1CCc2ccccc2C1	-2%	·	?	-1	0	10%	-5%	-1%	0%	19%	10%
O=C(CSc1nc2[nH]ncc2c(=O)[nH]1)N1CCCCC1	0%	-1%	?	10	10	7%	7%	1%	1%	-5%	?
CCOC(=O)C1=C(C)NC(C)=C(C(=O)OCC)C1c1ccc(OC)cc1	-3%	12%	-17%	6	-2	79%[activator]	12%	1%	-2%	5%	0%
O=C(Nc1cccc(F)c1)C1CCN(C(=O)N2CCOc3ccccc32)CC1	·	12%	-4%	-5	-8	-1%	-23%	5%	-1%	4%	-4%
CC1CCN(C(=O)CSc2ccc(-c3ccc(F)cc3)nn2)CC1	0%	7%	2%	5	8	2%	-12%	1%	3%	0%	4%
CN(c1ccccc1)S(=O)(=O)c1cccc(C(=O)NCc2ccccc2CN2CCCC2)c1	·	·	?	26	12	0%	19%	·	-10%	3%	·
Cc1cccc(-n2c(CCn3nc(C)c([N+](=O)[O-])c3C)n[nH]c2=S)c1	-3%	2%	?	8	1	-8%	-2%	-6%	1%	1%	2%
CC(=O)C1=C(O)C(=O)N(c2nccs2)C1c1ccc(F)cc1 (stereo unspecified)	·	-1%	0%	0	i	30%	-7%	10%	3%	-3%	67%[activator]
COCCn1c(SCC(=O)N2CCc3ccccc3C2)nc2ccccc2c1=O	0%	-7%	19%	3	8	0%	-14%	8%	4%	-20%	-14%
S=c1nc(-c2cccc(Br)c2)[nH][nH]1	4%	-20%	-4%	8	7	-1%	6%	1%	0%	?	4%
CS(=O)(=O)c1ccc(Cl)c(NC(=O)Cc2c(F)cccc2Cl)c1	-1%	16%	1%	-10	0	3%	-8%	0%	2%	0%	5%
Cc1ccc(SCC(=O)OCC(=O)N(CC(C)C)c2c(N)n(Cc3ccccc3)c(=O)[nH]c2=O)cc1C	·	·	0%	5	-8	10%	-25%	·	0%	-15%	·
C/C(=N\NC(=O)CSc1nnc(C)s1)c1ccc(Cl)cc1	1%	10%	14%	-2	-3	8%	-6%	7%	0%	-4%	?
O=C(Nc1ccc2c(c1)COC2=O)c1ccc(Cl)c(Cl)c1	6%	·	?	-8	-1	-2%	-5%	-11%	1%	3%	9%
CCO[C@@H]1OC(C(=O)NCc2nc3ccccc3[nH]2)=C[C@H](c2cn(C(C)=O)c3ccccc23)[C@H]1CCCO	1%	21%	0%	-10	·	1%	1%	-1%	4%	2%	9%
CC(=O)C1=C(C)NC(SCC(=O)c2ccc(Cl)cc2Cl)=C(C#N)C1c1ccco1 (stereo unspecified)	4%	?	?	4	-2	29%	0%	1%	-9%	?	18%
CCNC(=O)COc1ccc2ccccc2c1	-2%	1%	-9%	15	2	3%	-1%	-1%	-7%	0%	8%
CC(C)(Oc1ccc(Cl)cc1)C(=O)N1CCN(C(=O)c2ccco2)CC1	9%	1%	-4%	-8	18	-1%	4%	15%	-1%	4%	0%
CC(=O)Oc1ccc(N(C(C)=O)S(=O)(=O)c2ccc3ccccc3c2)cc1Br	8%	?	-3%	-2	4	-7%	3%	·	0%	17%	-3%
O=S(=O)(c1ccc(F)cc1)N1CCC(c2nc3ccccc3[nH]2)CC1	1%	·	-1%	·	10	0%	-1%	·	1%	5%	-9%
CCOC(=O)c1cccc(NC(=O)C2CCC(CNc3c(N4CCOCC4)c(=O)c3=O)CC2)c1 (stereo unspecified)	2%	-8%	?	7	-6	2%	15%	0%	0%	-2%	0%
Cc1cc(NC(=O)COc2ccc([N+](=O)[O-])cc2)no1	·	·	5%	-10	18	3%	-2%	·	0%	-5%	·
COc1ccc(CNC(=O)C2CCC(CNS(=O)(=O)c3ccc(C)cc3)CC2)cc1 (stereo unspecified)	·	?	-3%	4	4	4%	8%	·	0%	7%	-2%

Screening data as filed in PubChem.
